# S1P3 antag: S1P3 receptor antagonists, primary screen, cell-based | 170,000 compounds, 0.27% hits | Sphingosine 1-phosphate receptor 3 (Homo sapiens), Q99500 | CHO S1P3 NFAT-BLA reporter, FRET fluorescence, antagonist mode | inhibition, % at 4.98 µM;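 active = inhibition above the plate cutoff, the mean inhibition of test wells on that plate plus 3 SD, cut at about 28% in these data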;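 note: cells challenged with S1P at its EC80 of 0.8 µM; blue over green emission ratio from cleaved BLA substrate after 4 h stimulation; 0% = S1P-stimulated wells and 100% = unstimulated DMSO-only wells; some compounds past the cut are filed as inactive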
# Target sequence (Q99500 whole entry, looked up): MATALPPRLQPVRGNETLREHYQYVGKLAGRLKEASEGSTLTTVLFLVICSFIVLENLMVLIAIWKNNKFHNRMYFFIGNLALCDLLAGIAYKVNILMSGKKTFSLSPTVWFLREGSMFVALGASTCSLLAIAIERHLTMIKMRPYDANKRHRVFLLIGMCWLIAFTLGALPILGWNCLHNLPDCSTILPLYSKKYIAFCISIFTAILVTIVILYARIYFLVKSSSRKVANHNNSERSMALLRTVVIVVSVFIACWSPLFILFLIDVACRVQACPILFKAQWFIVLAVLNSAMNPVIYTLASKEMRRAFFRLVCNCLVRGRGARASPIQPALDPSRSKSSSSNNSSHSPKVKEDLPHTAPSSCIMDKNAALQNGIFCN
# PMI act hi M6P: human PMI activators, high substrate, primary screen, biochemical, fluorescence intensity, near-saturating mannose 6-phosphate. coupled PMI enzyme assay, resazurin fluorescence, 20 min; stronger effect = higher value; 1 = untreated enzyme, 0 = substrate-free blank. AID 1216, 2008. 190,000 compounds, 0.34% hits. activation factor at 20 µM;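 active = activation factor of 2 or more at 20 µM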
#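 Test system: human phosphomannose isomerase with PGI, G6PDH, diaphorase coupling enzymes; amount: 15 ng/mL PMI; incubation: enzyme reaction with compound 20 min at room temperature; technique: resorufin fluorescence (Ex 544/Em 590 nm) from resazurin via diaphorase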
# RAM network inh: inhibitors of the yeast RAM network, primary screen, dse1pr::URA3 reporter, 5-FOA selection. S. cerevisiae dse1pr::URA3 reporter, 5-FOA growth OD615, 2 d; analog-sensitive cbk1-as2 kinase mutant strain. inhibition, % at 50 µM. 190,000 compounds, 1.8% hits. AID 868, 2007;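 active = inhibition above a set limit, 3 SD over mean compound inhibition, cut at about 8.4% in these data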;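 note: 0% = DMSO-only wells with no growth and 100% = 10 µM 1-NA-PP1 full growth; inhibition rescues growth on 5-FOA so higher OD means more RAM inhibition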
# TNAP inh noacc: human TNAP enzyme inhibitors, primary screen, biochemical, luminescent, no phosphate acceptor, uHTS; purified TNAP, CDP-star luminescence, 30 min; 200,000 compounds, 0.26% hits; inhibition, % at 20 µM; Alkaline phosphatase, tissue-nonspecific isozyme (Homo sapiens), P05186;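 active = tissue-nonspecific alkaline phosphatase inhibition above about 50% at 20 µM in the single-dose screen, limit read from the data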;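 note: 0% = DMSO negative control and 100% = EDTA positive control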
# Target sequence (P05186 whole entry, looked up): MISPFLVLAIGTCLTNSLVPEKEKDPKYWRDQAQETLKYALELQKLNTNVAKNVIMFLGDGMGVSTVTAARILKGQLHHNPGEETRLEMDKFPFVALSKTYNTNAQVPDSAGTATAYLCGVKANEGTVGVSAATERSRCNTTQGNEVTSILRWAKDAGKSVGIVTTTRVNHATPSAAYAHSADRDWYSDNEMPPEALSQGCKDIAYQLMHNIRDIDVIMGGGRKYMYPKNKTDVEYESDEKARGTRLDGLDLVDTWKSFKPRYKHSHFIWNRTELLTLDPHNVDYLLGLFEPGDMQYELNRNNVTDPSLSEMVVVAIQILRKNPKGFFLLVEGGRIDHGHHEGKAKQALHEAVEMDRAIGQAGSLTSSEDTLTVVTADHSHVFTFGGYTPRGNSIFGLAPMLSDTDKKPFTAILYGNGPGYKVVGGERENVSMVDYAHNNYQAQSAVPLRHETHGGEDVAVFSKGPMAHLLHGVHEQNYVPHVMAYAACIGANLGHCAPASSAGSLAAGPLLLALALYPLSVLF
# Hsp70 act: Hsp70 transcriptional activators, primary screen, cell-based, HeLa, Hsp70 promoter luciferase, luminescence, 10 µM; HeLa Hsp70 promoter luciferase reporter; scaled: vehicle 0, proteasome-inhibitor control 100%; activation, % at 10 µM; 200,000 compounds, 0.04% hits; AID 1203, 2008;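 active = activation above the mean across all tested compounds plus 3 SD, cutoff set per campaign, cut at about 5.5% in these data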;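 note: 100% = MG132 at 30 µM as the positive control and 0% = DMSO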
# PMI act: activators of human PMI, primary screen, biochemical, fluorescence intensity, near-Km mannose 6-phosphate. Mannose-6-phosphate isomerase (Homo sapiens), P34949. purified human PMI, coupled resazurin fluorescence, 20 min; stronger effect = higher value; 1 = vehicle control, 0 substrate-free wells. activation factor at 20 µM. 190,000 compounds, 0.005% hits. AID 1214, 2008;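 active = activation factor of 2 or more at 20 µM, relative to plate controls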
# TNAP inh hiacc: human TNAP enzyme inhibitors, primary screen, biochemical, luminescent, high phosphate acceptor level, uHTS; inhibition, % at 20 µM; purified TNAP, CDP-star luminescence, 1 M DEA; Alkaline phosphatase, tissue-nonspecific isozyme (Homo sapiens), P05186; 200,000 compounds, 0.03% hits;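 active = over 50% inhibition of tissue-nonspecific alkaline phosphatase at 20 µM in the single-dose screen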;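 note: plate controls were DMSO wells for no effect and EDTA-quenched wells as full inhibition for full effect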
# Lmaj promast: Leishmania major promastigote growth inhibition, primary screen; Leishmania major promastigotes, resazurin fluorescence viability; inhibition, % at 10 µM; 200,000 compounds, 9% hits; AID 1063, 2008; in the data active = inhibition above about 50%;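 note: promastigotes grown with compound for 44 hours at 28 °C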
# HMGR II inh: inhibitors of E. faecalis class II HMGR, primary screen, biochemical, Enterococcus faecalis; HMG-CoA reductase (Enterococcus faecalis, mvaE); purified E. faecalis HMGR, NADPH absorbance 340 nm kinetic; inhibition, % at 10 µM; 190,000 compounds, 0.41% hits; AID 1066, 2008;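 active = inhibition above a set limit, the median over all tested compounds plus 3 SD, cut at about 9.5% in these data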;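 note: enzyme runs in reverse so mevalonate oxidation gives rising NADPH absorbance; 0% = complete reaction with DMSO and 100% = background rate lacking mevalonate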
# DTT redox prof: compounds producing H2O2 with reducing agent – biochemical, NIH compound library profiling, artefact control for MLSCN library redox annotation, primary screen. DTT-dependent redox cycling H2O2, phenol red/HRP absorbance; 100% = 100 µM peroxide control, 0% = buffer. activation, % at 10 µM. 200,000 compounds, 0.03% hits;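 active = activation of at least 50% relative to the plate's high and low controls in the primary single-dose screen; inactive = activation below 50%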;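 note: compound incubated with DTT at 0.8 mM final as the reducing agent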
# * hit, by the source's call; x = no result given.
SMILES,S1P3 antag,PMI act hi M6P,RAM network inh,TNAP inh noacc,Hsp70 act,PMI act,TNAP inh hiacc,Lmaj promast,HMGR II inh,DTT redox prof
CC(C)(C)N(Cc1ccccc1)C(=O)CSc1nnc(CNc2ccc(F)cc2)o1,x,1,8.6*,-2,-0.3,0.8,-8,100*,-9,0.0
COCCOc1cc(-n2cccc2)c(Cl)cc1Cl,-8,1,4.6,-3,0.0,1,2,10,0,-0.3
O=C(COc1ccccc1[N+](=O)[O-])N/N=C/c1ccccn1,-14,1,-0.2,0,-0.5,0.9,-2,-3,1,0.9
CCN1c2cccc3cccc(c23)S1(=O)=O,x,1.3,-0.2,-11,0.1,1.1,-4,7,-3,0.5
Cn1nnnc1P(=O)(c1ccccc1)c1ccccc1,x,1,0.9,-20,0.0,1,-10,-9,-1,2.2
O=C(Nc1cccc(Cl)c1)Nc1cc(S(=O)(=O)N2CCOCC2)ccc1N1CCCC1,-3,1,8.1,-75,0.0,0.9,-11,37,-2,-0.3
COc1cc(/C=N/n2cnnc2)ccc1OS(=O)(=O)c1ccccc1[N+](=O)[O-],-24,1.1,1.1,-7,-0.2,1,3,9,-3,-0.4
OCCCCCNc1ncnc2ccccc12,x,0.9,-0.2,-4,-0.4,0.9,1,11,-9,0.5
CCOC(=O)CSc1nc2sc(C(=O)O)c(C)c2c(=O)[nH]1,30,1.1,0.6,-3,-0.3,1.1,-9,-10,-8,-1.2
Cc1ccnc(N/C=C(/NC(=O)c2ccccc2)C(=O)N/N=C\c2ccc(F)cc2)n1,x,1,0.5,-14,-0.2,0.9,-9,1,4,0.3
COc1ccc(C2C3=C(Nc4ncnn42)c2ccccc2CC3)cc1OC (stereo unspecified),-12,0.6,0.8,4,0.2,1,-8,3,-2,-0.5
CC(=O)Nc1ccc(S(=O)(=O)NCCSCc2ccccc2Cl)cc1,8,1,0.8,-22,-0.3,0.8,0,68*,-2,-0.5
CC1CN(Cc2ccc(Cl)cc2Cl)CC(C)O1 (stereo unspecified),x,1.1,-1.0,-21,-0.3,1,-3,-6,2,0.3
O=c1nc(/C=C/c2cccn2-c2ccc([N+](=O)[O-])cc2)cc(C(F)(F)F)[nH]1,-16,1.1,4.9,2,0.2,1.2,2,0,-4,-0.2
COc1ccc(CCNC(=O)C(=O)NCc2ccc(C)cc2)cc1OC,x,0.9,0.3,-11,-0.3,0.9,-6,-2,-7,2.1
CCN(C(=O)CN1CCN(c2cccc(Cl)c2)CC1)c1c(N)n(Cc2ccccc2)c(=O)[nH]c1=O,6,0.9,2.2,-7,-0.1,1,-2,-4,-3,0.0
Cc1ccc2c(c1)/C(=N/OC(=O)c1ccc(F)cc1)CCS2,x,0.9,0.4,-7,-0.3,0.9,-2,-1,-7,2.2
COc1ccc(OCC(=O)N/N=C/C2CC=CCC2)cc1 (stereo unspecified),9,1,1.7,-10,0.6,1.1,-4,-8,2,-0.1
CN(C)S(=O)(=O)c1cccc(NC(=O)c2cncc(Br)c2)c1,-2,1,0.7,-9,-0.3,1,6,88*,6,0.2
COc1cccc(NC(=O)CN2CCN(c3ccc(F)cc3)CC2)c1,-20,0.9,0.8,-14,-0.4,0.9,-2,8,-7,1.9
COc1ccc(S(=O)(=O)N(C)C)cc1NCC(=O)Nc1ccc(Br)c(C)c1,-15,1.1,4.9,-8,-0.4,1,-7,24,-8,-0.5
Cc1ccccc1Cn1nc(C)c(NC(=O)C(F)(F)F)c1C,8,1,0.3,-9,-0.2,1,-1,3,-1,-0.2
COC(=O)NC(NC(=S)Nc1cccc(C)c1)C(Cl)(Cl)Cl (stereo unspecified),-3,1,4.8,-8,-0.2,0.9,-7,13,-6,-1.0
COc1cccc2c(=O)n(CC(=O)N3CCCCC3)ccc12,x,0.9,0.7,-1,-0.2,0.8,-2,-5,-5,-1.8
O=C1Nc2ccccc2C1=Nc1ccc(-c2nnc3n2CCCCC3)cc1,-37,1,0.1,-3,0.1,0.9,0,-8,0,-0.1

# The final 2 records of the section above are carried over, then new ones follow.
SMILES,S1P3 antag,PMI act hi M6P,RAM network inh,TNAP inh noacc,Hsp70 act,PMI act,TNAP inh hiacc,Lmaj promast,HMGR II inh,DTT redox prof
COc1cccc2c(=O)n(CC(=O)N3CCCCC3)ccc12,x,0.9,0.7,-1,-0.2,0.8,-2,-5,-5,-1.8
O=C1Nc2ccccc2C1=Nc1ccc(-c2nnc3n2CCCCC3)cc1,-37,1,0.1,-3,0.1,0.9,0,-8,0,-0.1
Cc1ccc2nc(NNC(=O)c3ccc4c(c3)OCCO4)sc2c1,-1,1.1,-0.4,-146,0.2,1,-1,-11,3,-0.7
CC(C)N1CC(C(=O)Nc2ccccc2)CC1=O (stereo unspecified),x,1,-0.9,-12,0.0,1,-4,-5,-8,0.4
COC(=O)CNc1nc(Cl)nc(Nc2ccc(Cl)cc2)n1,-20,1,3.0,-8,-0.3,1.2,-4,0,-1,-0.5
CN(C)CCCN(C(=O)COc1ccc(Cl)cc1)c1nc2c(F)cccc2s1,6,1.1,0.2,-11,-0.1,1.1,-2,0,-2,-0.4
CC(=O)c1cccc(N2C(=O)Nc3ccccc3N2O)c1,-14,1.2,2.4,-4,-0.5,1.1,3,-6,0,-0.4
N#C/C(=C/c1ccc(Br)s1)C(=O)NCCc1c[nH]c2ccccc12,3,1,3.6,-15,-0.4,0.9,0,-6,4,0.8
O=C(c1cccs1)N1CCN(Cc2nc3ccccc3c(=O)[nH]2)CC1,x,1.5,1.2,-12,-0.1,1.3,-6,-6,-4,0.5
Cc1cc(NCCCN2CCOCC2)n2ncc(-c3ccc(Cl)cc3)c2n1,0,0.9,0.1,-9,0.1,0.9,-3,99*,-4,-0.8
Cc1cccn2c(=O)c3cc(C#N)c(=N)n(Cc4ccncc4)c3nc12,x,0.9,0.1,-8,-0.4,0.9,1,12,1,-0.8
O=C(NCc1ccccc1Cl)C1CCC(CNc2nc(=S)[nH]c3ccccc23)CC1 (stereo unspecified),1,1.1,4.3,-17,-0.4,1.1,-9,4,-4,-0.1
O=C1COc2ccc(N3C(=O)C=CC3=O)cc2N1,8,1.3,1.6,-5,-0.2,1.4,-3,-2,6,-0.2
COC(=O)C1CC(=O)N(CCc2c[nH]c3ccccc23)C1 (stereo unspecified),x,1.1,1.9,-9,-0.4,1.1,-5,0,-1,0.3
CC1(C)CC(=O)C(CC(=O)N2CCC(Cc3ccccc3)CC2)C(=O)C1,14,1,1.5,7,0.4,1,-3,0,-5,0.1
CCOC(=O)c1c(-c2ccccc2)csc1NC(=S)NC,-4,0.9,5.2,-15,-0.3,0.7,-1,62*,2,0.1
Cc1c(C(Nc2ccccn2)c2ccc(Cl)cc2)c(=O)n(-c2ccccc2)n1C (stereo unspecified),-7,1.1,0.5,-8,-0.7,1,-7,0,-2,0.1
C/C(CC(=O)NC1CCCCC1)=N\NC(=O)Cc1ccc(-c2ccccc2)cc1,-3,1,1.6,-2,0.2,0.9,-2,6,-3,0.3
O=C(Cn1ccc(C(F)(F)F)n1)Nc1cccc(S(=O)(=O)N2CCCCC2)c1,-20,1.1,0.1,-11,0.6,1,-2,6,-1,-1.4
COc1cc(S(=O)(=O)N2CCC(O)(c3cccc(C(F)(F)F)c3)CC2)ccc1-n1cnnn1,x,0.9,2.2,-4,-0.5,0.9,-1,-3,-6,1.8
CCOC(=O)c1c(N)n(-c2ccc(N)cc2)c2nc3ccccc3nc12,9,0.9,3.8,-9,-0.5,0.9,-4,1,3,0.7
C/C(=N/NC(=O)Cc1cccc2ccccc12)c1cccs1,x,0.8,0.3,-8,-0.3,0.8,-3,6,0,-4.8
CCc1c(C(=O)Nc2nnc(C3CC3)s2)csc1C,-16,0.9,3.5,-3,0.0,0.9,2,-8,1,-3.8
Cn1ncc2c(NNC(=O)Cc3cccc4ccccc34)ncnc21,4,1,-1.7,-162,-0.1,1,-4,62*,-2,0.2
Cc1ccc(S(=O)(=O)N(C)C)cc1NC(=O)COC(=O)c1n[nH]c(=O)c2ccccc12,-1,1.1,3.0,-12,-0.1,1.1,-4,1,0,0.2
O=C(CCNS(=O)(=O)c1ccc(Br)cc1)NC1CCCCC1,-14,1.1,1.3,-10,0.0,1,-5,-5,0,-0.5
C=C(C)C1CCC(C)=C1CC(C)(C)/C=N\n1cnnc1 (stereo unspecified),-5,1.1,1.2,0,-0.5,1,-10,0,-5,-2.5

# (listing goes on)
SMILES,S1P3 antag,PMI act hi M6P,RAM network inh,TNAP inh noacc,Hsp70 act,PMI act,TNAP inh hiacc,Lmaj promast,HMGR II inh,DTT redox prof
C=CCNC(=O)c1ccccc1NC(=O)c1ccc(Cl)c(S(=O)(=O)Nc2ccccc2)c1,x,0.8,3.6,-5,-0.2,0.8,2,58*,-3,-7.7
Cc1nc(SCC(=O)c2cc3ccccc3oc2=O)c(C#N)c(-c2ccccc2)c1C(=O)Nc1ccccc1,-4,0.9,4.5,-17,-0.3,0.9,0,-5,2,-0.2
COc1ccc(Br)cc1/C=N/NC(=O)c1ccc(OC)c(OC)c1,12,1,-0.4,-3,-0.2,1,-5,25,-5,-1.8
O=C(Oc1ccccc1-c1nnco1)c1ccccc1,x,1,0.6,3,-0.3,1.1,-1,-4,-6,0.1
COc1cccc(C(=O)Cn2c(NCCO)nc3ccccc32)c1,x,1.2,3.9,-10,0.0,1.3,2,3,-11,0.8
CCOc1cccc(C=Nc2cc(C)cc(C)c2O)c1O,8,0.9,-0.1,-6,0.7,0.9,4,45,-3,0.8
COc1ccc(OCCNC(=O)c2ccccc2OCC(=O)N2CCCCC2)cc1,11,1,2.4,-9,0.2,1.1,-1,1,2,0.4
O=C(CSc1nnc(Cc2ccccc2)o1)N1CCCC1,0,1,1.2,1,-0.2,1,-4,-1,1,-1.9
Cc1ccccc1OCCn1c(=O)sc2ccccc21,x,1,2.4,-8,-0.1,0.9,-1,-3,-2,5.8
CCOC(=O)c1c(C)[nH]c(C(=O)CN2CCOCC2)c1C,x,1.1,-1.2,-14,0.1,1,-7,-7,0,-2.6
COc1cc(/C=N/Nc2nncn2/N=C/c2ccc(O)c(OC)c2)ccc1O,-19,0.9,-0.4,-2,0.0,1.1,-8,3,-4,-0.8
O=C(NCc1cccs1)C(=O)NCC(c1ccco1)N1CCN(c2ccccc2)CC1 (stereo unspecified),-10,0.9,2.7,-9,-0.1,0.9,-2,0,-2,0.1

# Source: PubChem BioAssay

# Hits appear at their usual frequency. About 12% of those tested had a hit in this group.
